# Assay outcomes: PubChem BioAssay, several laboratories
# GPR55 beta-arrestin: GPR55 agonists via beta-arrestin recruitment, primary screen, imaging, U2OS cells, beta-arrestin-GFP redistribution (AID 1961); U2OS GPR55 beta-arrestin-GFP redistribution imaging; higher % means a stronger effect; activation, % at 10 µM, or EC50 in µM where a hit was titrated; actives 0.048% (n = 290,000);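 active = activation above 40% with more than 50 cells counted in the well; inconclusive = wells holding fewer than 50 cells, flagged as toxic or sparse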;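 note: U2OS osteosarcoma cells stably expressing GPR55 and beta-arrestin-GFP; plate controls were DMSO negative control for no effect and LPI positive control for full effect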
# KOR beta-arrestin-1: KOR antagonists, beta-arrestin recruitment, cell-based, luminescence, uHTS (AID 1778); actives 0.091% (n = 290,000); one-dose inhibition, % at 10 µM; IC50 in µM for titrated hits; KOR beta-arrestin recruitment, luminescence, antagonist mode; higher % means a stronger effect; in the data active = inhibition above about 50%; note: strong numbers were not always called active
# GPR55 LPI antagonism: GPR55 antagonists blocking LPI-driven arrestin recruitment, primary screen, imaging, U2OS, beta-arrestin-GFP, LPI agonist (AID 2013) | inhibition, % at 10 µM, or IC50 in µM where a hit was titrated | U2OS GPR55 beta-arrestin-GFP translocation imaging, LPI antagonism; higher % means a stronger effect | actives 0.13% (n = 290,000);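 active = spots per cell inhibited over 60%, with over 100 cells counted and total cytoplasm intensity under 500,000; inconclusive = wells with under 100 cells, flagged as likely toxic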;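 note: U2OS cells stably carrying GPR55 and arrestin-GFP stimulated by 5 µM LPI near EC80; imaged beta-arrestin-GFP aggregate spots per cell after agonist stimulation; plate controls were LPI-stimulated DMSO wells for no effect and DMSO wells without LPI for full effect; some results filed as inactive read as strong as hits; confirmed hits need IC50 under 10 µM and bright autofluorescent wells are also inconclusive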
# KOR beta-arrestin-2: KOR agonists, beta-arrestin recruitment, primary screen, cell-based, luminescence, uHTS (AID 1777); actives 0.02% (n = 280,000); KOR beta-arrestin recruitment, luminescence; higher % means a stronger effect; one-dose activation, % at 10 µM; EC50 in µM for titrated hits; in the data active = activation above about 50%, passing the limit was not always enough; note: a part of the inactive calls stands beside numbers as strong as those of hits
# NOD1 NF-kB reporter: NOD1 signaling inhibitors, primary screen, cell-based, luminescence, uHTS (AID 1578) | NOD1-driven NF-kB luciferase reporter cells, luminescence; higher % means a stronger effect | one-dose inhibition, % at 4 µM; EC50 in µM for titrated hits | actives 1% (n = 290,000); in the data active = inhibition mostly above about 36%, no sharp cut-off; inactive = mostly below about 34%;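 note: HEK-293T reporter cells stimulated with the NOD1 agonist gamma-tri-DAP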
# GPR35 arrestin U2OS: inhibition of zaprinast-stimulated GPR35 beta-arrestin translocation – imaging, U2OS, beta-arrestin-GFP, zaprinast agonist, primary screen (AID 2058) | inhibition, % at 10 µM; hits with a dose series show IC50 in µM | actives 0.052% (n = 290,000) | U2OS GPR35 beta-arrestin-GFP translocation imaging, zaprinast antagonism; higher % means a stronger effect;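 active = inhibition of at least 50% with at least 30 cells and total cytoplasm GFP at most 10,000,000; inconclusive = under 30 cells or total GFP of 10,000,000 plus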
# NTR1 agonist: NTR1-driven beta-arrestin-GFP spot formation – imaging, U2OS cells, high content, primary screen (AID 493036); agonist mode; actives 0.17% (n = 330,000); activation, % at 20 µM;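 active = activation at or above 40% of the spot to cytoplasm intensity ratio, with at least 20 cells analyzed; inconclusive = wells under 20 cells, flagged as cytotoxic or low count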;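 note: 0% = DMSO without peptide and 100% = 100 nM NTR1 peptide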
# Target sequence (P30989 whole entry, looked up): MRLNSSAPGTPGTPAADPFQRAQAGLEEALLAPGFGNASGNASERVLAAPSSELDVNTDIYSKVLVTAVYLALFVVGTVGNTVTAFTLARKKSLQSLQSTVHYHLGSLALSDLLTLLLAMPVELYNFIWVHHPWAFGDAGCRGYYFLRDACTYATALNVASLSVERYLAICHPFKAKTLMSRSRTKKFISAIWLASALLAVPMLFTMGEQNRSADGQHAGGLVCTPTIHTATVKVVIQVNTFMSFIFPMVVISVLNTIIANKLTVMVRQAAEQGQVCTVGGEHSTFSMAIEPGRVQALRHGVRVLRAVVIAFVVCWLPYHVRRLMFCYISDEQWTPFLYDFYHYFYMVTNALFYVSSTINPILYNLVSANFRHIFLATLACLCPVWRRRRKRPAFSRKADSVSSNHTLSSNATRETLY
# MgcRacGAP inhibition: MgcRacGAP GTPase-activating activity inhibitors, confirmation, biochemical, ADP Hunter fluorescence; actives 0.6% (n = 340,000); MgcRacGAP-stimulated Rac1 GTP hydrolysis, ADP Hunter fluorescence; higher % means a stronger effect; GST-tagged Rac1 F28L mutant substrate; inhibition, % at 30 µM, or IC50 in µM where a hit was titrated;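 active = first-screen hits whose inhibition reached a set limit at any dose in the follow-up dose series; inconclusive = inhibition above the set first-screen limit but never retested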;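 note: fluorescence reports GDP produced by GAP-driven GTP hydrolysis; strong numbers were not always called active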
# K1F lysis inhibition: protection from phage-mediated lysis, alamar blue read-out – E. coli UTI89, K1F phage, bacterial capsule biogenesis inhibitors (AID 488966); E. coli UTI89 K1F phage lysis, alamar blue, 2 h; higher % means a stronger effect; inhibition, % at 100 µM, or IC50 in µM where a hit was titrated; actives 0.02% (n = 340,000);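 active = phage lysis inhibition, versus mean bacterial control, above a set limit; inconclusive = no clear call, values can overlap the other calls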;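 note: capsule biogenesis inhibitors block K1F phage lysis so surviving cells raise fluorescence; higher fluorescence means more inhibition of phage lysis; actives were called in the ten point dose series up to 300 µM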
# NTR1 agonist cell count 20 µM: recorded beside NTR1 agonist, whose call it bears; cell count; measured here: cell count, cytotoxicity flag
# * = called active by the depositor; ? = inconclusive; . = not tested or not shown; [ ] = dose if it differs, or a comment. The list is partial; count on the stated rates, not on these rows.
SMILES,GPR55 beta-arrestin,KOR beta-arrestin-1,GPR55 LPI antagonism,KOR beta-arrestin-2,NOD1 NF-kB reporter,GPR35 arrestin U2OS,NTR1 agonist,NTR1 agonist cell count 20 µM,MgcRacGAP inhibition,K1F lysis inhibition
O=C(Cn1cncn1)NCc1cccc2ccccc12,-0.1%,-35.6%,-26.3%,3.3%,2.6%,3.5%,-0.3,63,4.3%,4.6%
O=C(N/C(=C/c1ccc([N+](=O)[O-])cc1)C(=O)N1CCOCC1)c1ccco1,0.4%,51.7%,15.3%,-3.3%,.,27.4%,-0.4,69,9.0%,0.1%
Nc1c(Cl)cc(-c2csc(N3CCCC3c3nc4cc(Cl)c(Cl)cc4n3CCOCCO)n2)cc1Cl (stereo not drawn),-0.3%,-29.6%[20 µM],-9.2%,-4.4%,-18.3%,-2.1%,.,.,8.0%,3.2%
COc1ccc(CN2C(=O)C3C4C=CC(C4)C3C2=O)cc1 (stereo not drawn),-0.1%,17.7%,16.5%,-1.5%,.,15.8%,-0.4,51,6.1%,-0.5%
CCN(CC(=O)Nc1c(F)cccc1F)C(=O)c1ccc(C#N)cc1,-0.3%,-8.8%,-0.3%,5.6%,16.4%,-1.0%,-0.5,40,15.4%,0.1%
CCN(CC)c1ccc(/C=N/NC(=O)OC(C)(C)C)cc1,-0.1%,27.9%,12.1%,-4.4%,-4.8%,3.0%,-0.4,63,?,1.7%
O=C(O)CC1(CC(=O)Nc2ccc3c(c2)C(=O)OC3)CCCCC1,-0.3%,6.7%,13.7%,2.3%,-5.4%,5.6%,1.4,67,.,.
O=C(CNC(=O)c1cccs1)OCC(=O)c1ccc2ccccc2c1,-0.2%,13.4%,13.1%,1.9%,6.5%,-0.1%,-0.1,74,8.6%,0.2%
CCCCNC(=O)c1c(O)c2cccc3c2n(c1=O)CCC3,-0.1%,43.8%,3.8%,0.2%,-24.2%,-15.9%,2.1,30,2.2%,1.1%
Cc1nc(Sc2ccccc2)c(C#N)c(C)c1[N+](=O)[O-],-0.2%,-12.6%,-7.7%,-1.5%,-6.2%,-1.0%,3.2,41,13.1%,0.0%
O=c1[nH]cccc1-c1nc2cc(Cl)ccc2n1Cc1ccccc1,-0.3%,2.7%,-7.9%,-9.1%,-5.6%,-1.8%,-1.8,88,11.2%,0.1%
Cc1cccc(N2CCN(C(=O)c3ccc(NS(=O)(=O)c4ccc5[nH]c(=O)[nH]c5c4)cc3)CC2)c1C,-0.1%,-19.3%,15.9%,5.2%,-18.7%,-5.3%,0.2,62,-0.6%,-2.3%[50 µM]
Cc1nc2ccccc2c(=O)n1/N=C/c1ccco1,-0.1%,-41.7%,1.5%,1.6%,20.2%,-6.9%,2.3,59,0.8%,0.6%
COc1ccc(CCNC(=O)CSc2nc(O)c(C(C)C)c(=O)[nH]2)cc1OC,-0.3%,-1.8%,5.0%,-6.6%,1.3%,12.3%,1.3,43,9.3%,5.2%
CCOc1ccc(C(=O)NCC(=O)OCC(=O)Nc2cccc(S(=O)(=O)N3CCCC3)c2)cc1,-0.1%,20.1%,11.3%,-5.2%,2.4%,-7.4%,1.5,54,7.7%,0.0%
COc1ccccc1NC(=S)NCc1ccc2c(c1)OCO2,-0.2%,.,1.3%,0.3%,-21.0%,-12.2%,-1.7,78,10.9%,2.5%
COc1cc(NC(=O)NCC2CCN(Cc3ccccc3Cl)CC2)cc(OC)c1OC,0.3%,-39.9%,-1.1%,-2.3%,-6.3%,13.6%,0.5,49,6.5%,0.1%
Cc1c(C(=O)NC2CCCc3ccccc32)oc2ccc(S(=O)(=O)N3CCOCC3)cc12 (stereo not drawn),-0.1%,24.4%,-12.2%,1.5%,15.2%,2.7%,0.0,83,5.2%,0.0%
CCc1[nH]nc(C(=O)N2CCCC(Nc3cccc(F)c3)C2)c1C (stereo not drawn),-0.1%,-21.6%,-26.8%,2.1%,-17.7%,-17.2%,1.4,70,1.5%,-0.3%
CCN(CC)C(=S)NC(=O)C12CC3CC(CC(C3)C1)C2,0.6%,8.6%[20 µM],13.0%,.,-28.1%,20.1%,-0.4,69,4.4%,-1.6%
CC(=O)N1CCN(c2ccccc2NC(=O)Cc2ccc(Cl)cc2)CC1,-0.3%,2.3%,-1.5%,-1.9%,-14.6%,-14.9%,4.5,59,-3.3%,-0.1%
Cc1cn(C)c(=O)n(C)c1=O,0.2%,5.6%,4.7%,-0.8%,-3.3%,19.8%,-1.8,101,-2.4%,-0.2%
CC(C)n1c(=S)[nH]c2scc(-c3cccs3)c2c1=O,-0.2%,14.4%,-4.2%,-2.5%,-0.6%,1.2%,7.6,54,?,-0.1%
C=CCC(C#Cc1ccccc1)N(C)C (stereo not drawn),0.3%,26.7%,-8.9%,5.2%,-1.2%,11.1%,0.7,37,8.1%,0.3%
CCN(CC)CCn1c(NCc2ccccn2)nc2ccccc21,0.3%,.,-1.7%,.,-4.5%,-2.8%,-0.9,70,-1.8%,-1.6%
CCOc1ccc(CN(C)CC(=O)Nc2ccc3c(c2)CCC3)cc1OC,0.6%,-21.8%,2.4%,-7.5%,-23.2%,12.7%,1.4,28,8.3%,0.3%
CCOC(=O)c1sc(NC(=O)CSC(=S)N2CCOCC2)nc1C,-0.1%,0.1%,-4.7%,1.2%,-6.2%,-6.0%,0.1,42,14.3%,-0.8%
Clc1ccc(Cn2cccc2C2=NCCO2)cc1,0.3%,14.2%,-10.1%,4.6%,4.1%,-0.1%,1.1,92,-3.7%,-0.1%
COc1ccc(OCCCC(=O)NNC(=O)CCN2CCN(c3ccccc3)CC2)cc1,-0.1%,4.0%,6.8%,4.7%,-43.8%,-0.6%,2.3,42,4.5%,0.0%
COCCSc1nnc(NC(=O)COC)s1,-0.2%,18.1%,4.4%,0.7%,-5.0%,-8.7%,2.1,86,8.8%,0.9%
O=C(Nc1ccccc1)Nc1scc2c1c(=O)oc1ccccc12,-0.1%,15.0%,12.9%,3.5%,1.3%,-1.6%,-0.1,56,.,.
O=C(COc1ccc(S(=O)(=O)Nc2ccccc2)cc1)N1CCOCC1,0.2%,-16.5%,-2.1%,-2.0%,-12.3%,-4.5%,0.4,40,4.6%,0.2%
CCC(C)c1ccccc1OCCCCN1CCCC1 (stereo not drawn),-0.1%,4.2%,29.5%,5.5%,-9.0%,-3.6%,1.3,75,27.4%,0.2%
O=c1c2[nH]c3ccccc3c2nc2n1CCS2,1.4%,7.2%,-0.3%,-1.2%,-30.6%,-2.7%,-2.0,78,10.9%,-0.1%
O=c1cc(-c2ccccc2)nc(SCc2ccccc2F)[nH]1,0.5%,-39.3%[20 µM],-1.2%,0.8%,-17.4%,3.1%,-0.1,27,4.5%,-0.5%
CC(CCc1ccccc1)NC(=O)COC(=O)c1cccc(N(C)C)c1 (stereo not drawn),-0.1%,-11.2%,-26.3%,0.0%,1.8%,8.5%,1.1,73,3.7%,0.1%
CCOc1ccc(C2C3=C(Nc4nc(N)[nH]c(=O)c42)c2ccccc2C3=O)cc1 (stereo not drawn),-0.1%,7.6%,1.0%,-4.4%,-6.1%,11.6%,2.7,79,8.8%,-0.1%
CCOC(=O)N1CCC(NC(=O)c2cccnc2SC)CC1,0.2%,-53.0%,-14.1%,1.0%,2.6%,-2.0%,0.5,40,6.5%,-0.1%
CCOc1cc(C2C3=C(CCCC3=O)N(CC(=O)O)C3=C2C(=O)CCC3)ccc1OC,0.0%,-6.7%,-1.5%,-0.6%,-3.2%,-14.4%,0.3,67,5.2%,-0.4%
CC(C)[C@H]1C(=O)Nc2ccccc2N1C(=O)N[C@@H](Cc1ccccc1)C(=O)N[C@@H](Cc1ccccc1)C(=O)O,-0.1%,8.8%[20 µM],8.0%,-5.9%,-38.5%,0.5%,1.3,92,2.1%,1.4%
COc1cc(C(=S)N2CCN(c3ccccc3Cl)CC2)cc(O)c1O,0.2%,-2.2%,-6.6%,-0.6%,-17.6%,4.2%,4.1,45,3.4%,0.2%
CCCn1c(=O)[nH]c(=O)c2[nH]cnc21,-0.2%,-0.4%,1.7%,-2.9%,-18.4%,-13.1%,0.9,71,-2.7%,-4.0%
CCOc1ccc2ccccc2c1/C=N/NC(=O)CNC(=O)Cc1ccccc1,0.0%,-11.7%,7.2%,-2.2%,12.7%,8.4%,1.7,74,2.4%,0.2%
CN(C)CCN(CC1CCCN(Cc2ccccc2F)C1)C(=O)c1ccc(F)cc1 (stereo not drawn),-0.3%,-55.0%,13.5%,-1.4%,21.3%,13.7%,-1.0,65,13.4%,-0.6%
COc1ccc(/C(C)=N/NS(=O)(=O)c2ccccc2)c(OC)c1,0.0%,-19.1%,-1.7%,-5.2%,-31.0%,4.2%,-0.8,45,1.6%,1.1%
CN(C)C(CNC(=O)c1cnc(Cl)c(Cl)c1)c1ccccc1 (stereo not drawn),-0.1%,31.0%,1.0%,-0.3%,5.2%,6.1%,6.2,82,23.4%,0.2%
CCN(C(=O)C(C)Cl)c1ccccc1 (stereo not drawn),-0.2%,4.4%,-3.7%,-2.3%,-34.8%,7.4%,-1.0,60,3.7%,0.2%
COCCNC(=O)/C(C#N)=C/c1cc(C(C)C)c(OC)cc1C,0.4%,-29.6%,-13.1%,3.2%,-20.5%,-5.7%,4.9,49,5.0%,-0.7%
Cc1ccc(C)c(NC(=S)NCc2cccs2)c1,0.6%,-24.2%,3.0%,1.1%,-8.8%,-4.3%,-0.5,49,-1.4%,-10.1%
Cc1cc(C)c2c(N)c(S(=O)(=O)c3ccccc3)sc2n1,-0.1%,-42.5%,-12.0%,8.4%,22.6%,-1.5%,-1.5,61,0.5%,0.9%
CCN(CC)c1cccc(OC2=NS(=O)(=O)c3ccccc32)c1,-0.2%,4.0%,4.5%,32.1%,-13.6%,-10.4%,-1.1,72,28.8%,-0.1%
Cc1nc(NC(=O)CCc2ccccc2)ccc1Br,-0.1%,-35.0%,-1.0%,7.5%,-37.3%,-2.3%,-0.3,49,3.5%,-1.0%
Clc1ccc(C2C3=C(Nc4ncnn42)c2ccccc2CC3)cc1 (stereo not drawn),-0.1%,3.9%,-9.6%,98.8%,-11.2%,1.4%,4.0,59,.,.
